Source: PubChem BioAssay
Measles CPE = compounds protecting cells from measles virus cytopathic effect, primary screen, measles RdRp inhibitor project, single point, MLSMR library, absorbance; protection (pct of control), % at 4 µM; actives 1.5% (n = 140,000); Measles virus-infected cells, CPE protection; AID 841, 2007; in the data active means protection mostly above about 24%, no sharp cut-off; inactive means mostly below about 26%; further: some compounds called inactive have numbers as strong as hits
MRP-1 activ = H69AR viability gain despite doxorubicin, primary screen, MRP-1 activator project, H69AR cells, CellTiter-Glo | viability rescue | viability increase, % at 10 µM | actives 0.61% (n = 140,000);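 active means viability gain under doxorubicin at or above a set limit, the compound median plus 3 SD, cut at about 4.7% in these data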;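 further: MRP-1 overexpressing cells given doxorubicin 25 µM after compound pretreatment; 18-22 h compound pretreatment then 72 h with doxorubicin before readout; 0% = doxorubicin-only wells and 100% = vehicle-treated cells without doxorubicin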
Phagocytosis inh = inhibitors of macrophage phagocytosis, primary screen, imaging, J774A.1 cells, IgG beads; inhibition, % at 5 µM; J774A.1 macrophage IgG-bead phagocytosis; actives 0.07% (n = 110,000);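 active means inhibition above the mean of the plate negative controls plus 5 SD, cut at about 13% in these data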;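 further: phagocytic index as fraction of beads internalized from green versus red external bead signal; plate controls were DMSO negative control for no effect and cytochalasin-D positive control for full effect; some results beyond the cut were filed as inactive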
Yeast growth inh = growth inhibitors of yeast BB579 in restrictive medium, primary screen, yeast lifespan-shortening project, S. cerevisiae; OD615, 48 h; inhibition, % at 10 µM; actives 0.51% (n = 140,000);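 active means inhibition above a set limit, 3 SD over the mean compound inhibition, cut at about 44% in these data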; further: inactives centre near -24
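System: DeaD yeast strain BB579; buffer or medium: CSMM-D dextrose restrictive medium; technique: OD at 615 nm; schedule: 4 h cell preincubation, 48 h compound exposure, 30 °C humidified; doses: single 10 µM dose; controls: amphotericin B 10 µg/mL, positive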
PTEN del growth = growth suppression of PTEN-null HCT116, primary screen, cell-based, CellTiter-Glo; viability, % at 10 µM; HCT116 PTEN-null viability, 60 h; hits give low values; AID 827, 2007; actives 1.2% (n = 140,000);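 active means viability at or below a set limit, 4 SD under the median of all tested compounds, cut at about 3.7% in these data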;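 further: PTEN knockout HCT116 line with beta catenin targeted HCT116 as companion control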
GALR2 antag = GALR2 antagonists in receptor-expressing cells, primary screen; inhibition, % at 4 µM; actives 0.39% (n = 140,000); antagonist mode; Galanin receptor type 2 (Homo sapiens), O43603; in the data active means inhibition above about 27%;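 further: cells stimulated with galanin 1-16 at roughly its EC80; 0% = agonist challenge control and 100% = basal control without agonist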
Target sequence (O43603 whole entry, looked up): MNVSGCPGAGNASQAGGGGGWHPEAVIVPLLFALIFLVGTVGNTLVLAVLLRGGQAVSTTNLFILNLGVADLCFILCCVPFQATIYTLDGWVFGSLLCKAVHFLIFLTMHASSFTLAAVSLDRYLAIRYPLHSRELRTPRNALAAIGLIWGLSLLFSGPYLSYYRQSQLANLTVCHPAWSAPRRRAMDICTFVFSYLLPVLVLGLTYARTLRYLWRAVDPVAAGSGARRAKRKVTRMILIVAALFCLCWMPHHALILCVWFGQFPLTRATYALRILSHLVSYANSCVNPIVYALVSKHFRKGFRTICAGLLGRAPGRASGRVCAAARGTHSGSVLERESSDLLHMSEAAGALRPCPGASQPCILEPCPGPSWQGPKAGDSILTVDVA
HCT116 bCat-KO = primary screen for growth suppressors in beta-catenin knockout HCT116 cells (colon tumor, human); HCT116 beta-catenin knockout viability, CellTiter-Glo, 60 h; hits give low values; viability, % at 10 µM; actives 1.5% (n = 140,000); AID 818, 2007;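 active means viability at or under a set limit, the compound median less 4 SD, cut at about 6% in these data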;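 further: 0% = Hyamine 1622 control at 20 µM and 100% = untreated cell control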
Yeast lifespan up = compounds extending yeast replicative lifespan, primary screen, S. cerevisiae, OD615 | inhibition of the nicotinamide effect, % at 10 µM | S. cerevisiae growth with nicotinamide; deaD strain in restrictive glucose medium | actives 0.68% (n = 130,000);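 active means inhibition above a set limit, placed 3 SD over the median of all compounds, cut at about 26% in these data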;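 further: 0% = nicotinamide-treated wells and 100% = cells grown without nicotinamide; some compounds called inactive have numbers as strong as hits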
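Measured by: optical density (absorbance) at 615 nm; System: modified budding yeast, DeaD strain; Medium: restrictive CSMM-D dextrose medium; Timing: 4 h preincubation then 48 h treatment at 30 °C.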
E-sel TNF inh = E-selectin induction blockers in HUVEC – imaging, immunofluorescence, high content, primary screen. AID 1246, 2008. inhibition, % at 2 µM. actives 0.71% (n = 120,000). HUVEC TNFa-induced E-selectin immunofluorescence;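 active means inhibition above the batch mean plus 3 SD, and confirmed as a hit on visual image review, cut at about 43% in these data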;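 further: 0% = TNF-stimulated DMSO wells and 100% = unstimulated control wells; not every result past the cut was called active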
NPY Y2 blocker = NPY-Y2 receptor antagonists, primary screen, cell-based; Neuropeptide Y receptor type 2 (Homo sapiens), P49146; NPY-Y2 expressing cells, antagonist mode; inhibition, % at 2.7 µM; actives 0.99% (n = 140,000); AID 793, 2007; in the data active means inhibition above about 17%;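 further: 0% = vehicle with agonist challenge and 100% = reference antagonist with challenge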
Target sequence (P49146 whole entry, looked up): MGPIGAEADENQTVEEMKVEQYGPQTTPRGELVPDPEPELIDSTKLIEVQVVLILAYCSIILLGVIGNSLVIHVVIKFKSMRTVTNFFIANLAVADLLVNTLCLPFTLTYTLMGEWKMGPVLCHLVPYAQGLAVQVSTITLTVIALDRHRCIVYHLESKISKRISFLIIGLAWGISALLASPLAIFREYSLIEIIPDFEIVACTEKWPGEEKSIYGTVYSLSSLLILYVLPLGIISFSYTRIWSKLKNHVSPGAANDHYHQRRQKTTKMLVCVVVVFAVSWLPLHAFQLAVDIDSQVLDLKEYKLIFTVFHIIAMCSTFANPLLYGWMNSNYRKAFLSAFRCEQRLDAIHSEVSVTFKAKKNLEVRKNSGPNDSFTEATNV
Numbers without * were called inactive; . = no result given.

SMILES	Measles CPE	MRP-1 activ	Phagocytosis inh	Yeast growth inh	PTEN del growth	GALR2 antag	HCT116 bCat-KO	Yeast lifespan up	E-sel TNF inh	NPY Y2 blocker
Cn1cnnc1SC(C(=O)Nc1cccc(C(F)(F)F)c1)c1ccccc1 (stereo unspecified)	7.5	-1.6	-0.2	-30.5	85.5	0.6	92.1	-2.7	12.0	-2.7
CCOC(=O)C1CCN(S(=O)(=O)Cc2ccccc2)C1=O (stereo unspecified)	3.5	0.2	-0.8	-35.0	78.6	-6.0	87.1	-7.8	-5.6	-0.1
CCO/C(C)=C1\C(=O)Nc2ccccc21	16.8	-3.7	2.2	-30.2	99.7	11.9	92.0	-13.8	-6.7	1.8
COC(=O)c1cc(-c2ccc(OC)c(OC)c2)n[nH]1	6.9	-1.1	-1.0	26.4	88.8	4.3	91.7	2.6	8.7	0.0
CCn1c(SCC(=O)Nc2nc(-c3ccc(C)cc3)cs2)nnc1-c1ccccc1O	31.9*	-2.6	-0.7	-54.1	19.3	-1.8	15.3	-7.9	-14.4	1.9
CN1CCC(=NNc2ncnc3sc4c(c23)CCCC4)CC1	2.4	-1.9	-9.4	-31.6	45.9	-9.8	32.8	-0.8	14.3	-2.0
COC(=O)C(NC(=O)c1ccccc1)=C(C)C	3.0	-0.2	-2.8	-8.7	91.5	-0.3	95.4	-2.3	-27.4	-1.4
CC(=O)Nc1ccc(NC(=O)COC(=O)C2(c3ccc(Cl)cc3)CCCC2)cc1	7.2	-1.0	-6.9	-30.7	76.7	-11.8	81.7	3.2	.	-2.6
COC(=O)[C@@]1(Cc2ccc(F)cc2)[C@H]2c3cc(C(=O)N(C)C)n(Cc4ccccc4)c3C[C@H]2CN1C(=O)c1ccccc1	7.9	-3.9	.	-31.6	32.3	-4.2	22.3	6.0	-21.1	20.9*
CC(C)CC(=O)Nc1ccc2oc(-c3ccncc3)nc2c1	20.6	-0.7	-0.7	-24.4	98.5	5.5	84.1	-17.5	.	2.1
Fc1ccccc1Sc1ccccc1CNC1=NCCN1	5.7	-2.6	-0.9	-29.5	64.0	-15.3	69.4	7.0	14.4	4.0
N/C(=N\OC(=O)c1ccc(Cl)c(Cl)c1)c1ccccn1	2.0	-5.3	0.1	-29.6	66.9	0.7	60.0	-31.6	0.2	9.9
O=C(OCC(=O)N1CCN(C(=O)c2ccco2)CC1)c1ccccc1C(=O)c1ccccc1	6.6	-1.5	-1.0	-50.8	102.9	4.9	104.0	-15.6	7.1	0.4
CC(C(=O)Nc1cc([N+](=O)[O-])ccc1Cl)N1CCN(c2ccccc2)CC1 (stereo unspecified)	16.3	-1.7	-7.3	-0.4	83.4	-2.1	98.1	-2.2	-0.7	4.6
Cc1ccc(S(=O)(=O)Nc2ccc(S(=O)(=O)NC(C)(C)C)cc2)cc1	1.8	-0.1	0.5	-34.5	77.5	-0.7	74.1	-7.3	-8.5	1.9
CCOC(=O)CSc1ncc(OC)c(=O)[nH]1	5.4	-2.0	-0.6	-11.8	103.0	3.4	91.9	-13.6	-22.9	0.8
CS(=O)(=O)N(Cc1ccccc1)c1ccc(C(=O)NCc2ccccc2)cc1	43.9*	-0.9	-2.3	-12.7	86.8	-4.3	90.6	-7.1	18.9	0.7
COC(=O)c1cc2ccccc2c(=O)s1	8.1	1.1	-1.1	19.6	113.7	4.1	95.9	-9.6	.	1.6
CN(C)CCCN(C(=O)c1cc2ccccc2oc1=O)c1nc2c(F)cccc2s1	6.2	-3.0	-8.4	7.8	113.5	-3.8	94.8	-4.8	.	4.4
O=C(c1ccccc1C(=O)N1CCN(c2ccc(F)cc2)CC1)N1CCN(c2ccc(F)cc2)CC1	1.8	-0.8	-0.3	-22.8	71.2	7.7	83.6	5.8	11.6	4.3
COc1ccc2cc(C(=O)NCc3ccco3)c(=O)oc2c1	3.0	-0.5	0.2	-17.1	93.0	-9.4	86.6	-27.4	3.6	0.5
CSc1cccc(NC(C)=O)c1	6.8	-2.2	-1.7	-2.3	104.5	-3.8	95.1	-2.7	.	0.7
Cc1nn(C)c(C)c1CNC(=O)/C=C/c1ccccc1F	6.9	-1.0	-3.0	-49.5	99.2	20.6	86.2	-3.2	11.0	2.4
Cc1csc(NC(=O)c2ccco2)n1	2.4	-0.3	-1.3	-11.6	101.0	-5.8	85.2	-1.3	-3.9	12.0
CC(=Nc1ccc(C)c(C)c1)C1=C(O)CCC1=O	7.1	-0.9	0.6	-45.6	96.6	4.8	103.2	-8.5	5.3	3.6
COc1cccc(OCC(O)CN2CCC(Cc3ccccc3)CC2)c1 (stereo unspecified)	20.6	-4.1	1.5	3.4	74.9	1.9	75.1	-0.1	4.6	8.4
N#CCCn1cc(C(CC(=O)c2ccccc2)C(=O)O)c2ccccc21 (stereo unspecified)	11.9	-3.3	.	-28.4	92.8	-5.1	89.5	.	-1.3	7.0
COc1ccc(-n2nc(C(=O)N3CCCCC3)c3ccccc3c2=O)cc1	13.6	-1.5	-1.7	-17.6	98.0	-1.9	90.6	11.7	-33.7	1.6
COc1ccc(-c2noc(CCCOc3ccc(Cl)cc3Cl)n2)cc1	26.6	-0.3	-2.6	-27.8	89.5	0.8	95.4	-1.1	0.9	8.7
COc1ccc(OC)c(NC(=O)c2cnc(Nc3ccccc3OC)c3ccccc23)c1	5.3	-1.5	-3.9	-37.4	37.0	-7.1	32.4	-5.2	-9.4	0.0
COc1cc(OC)c(Nc2cc(C)nc3nc(C)nn23)cc1Cl	2.9	-4.5	-0.7	4.8	91.0	-10.6	86.3	-13.3	22.4	5.3
C=CCC1(C#N)C(=S)NC2=C(C(=O)CC(C)(C)C2)C1c1ccc(Br)cc1 (stereo unspecified)	24.7	-5.1	-4.8	-55.9	5.0	-9.0	19.8	3.1	.	-2.6
COc1ccccc1NC1C=CS(=O)(=O)C1 (stereo unspecified)	18.0	-2.2	-0.8	-58.3	82.1	9.4	86.0	-3.5	14.2	1.9
CC(C)N(C(=O)Cn1cnc2c(cnn2-c2ccccc2Cl)c1=O)C(C)C	3.5	-0.9	0.3	-6.6	91.9	-15.3	95.4	-8.2	-13.9	0.3
Cc1ccccc1NC(=O)Cn1c(C)nc2ccc(NC(=O)C3CC3)cc2c1=O	6.0	-0.7	1.1	-53.7	96.5	-1.8	87.6	-16.1	.	2.5
C=CCn1c(CCC(O)CCCCC)n[nH]c1=S (stereo unspecified)	1.4	-1.7	-4.1	-14.0	96.5	3.7	100.0	11.6	17.4	1.4
COc1cc(NC(=O)c2ccccc2)cc(OC)c1	17.1	0.7	3.3	-36.9	98.2	19.0	89.3	.	-38.6	-0.4
O=C(CCC(=O)N1CCc2ccccc2C1)N1CCN(S(=O)(=O)c2ccccc2)CC1	6.2	-1.3	.	-22.0	94.3	8.5	98.7	-1.2	1.9	3.5
COc1ccc(-n2cnnc2SCC(=O)NC2CCS(=O)(=O)C2)cc1 (stereo unspecified)	4.2	-1.4	-0.7	-32.0	102.1	6.8	97.1	-2.9	-0.8	3.5
Cc1cc(N)n2nc(C)c(-c3ccccc3)c2n1	8.4	-0.4	.	-43.4	91.6	1.0	86.5	-27.4	0.6	0.1
Cc1ccc(S(=O)(=O)NCCCCCC(=O)Nc2ccccc2C)cc1	15.2	-2.9	-3.3	-9.5	93.1	5.8	94.2	1.8	.	0.3
Cc1ccc(C)c(NC(=S)N/N=C2/CCCCc3ccccc32)c1	7.0	-2.5	-5.6	-4.3	78.5	9.6	87.7	1.1	.	1.0
COc1ccc(OC)c(C2CC(=O)NC(SC)=C2C#N)c1 (stereo unspecified)	4.3	-2.4	-0.4	6.4	86.0	-2.0	80.8	-6.2	.	0.7
COC(=O)c1ccc(/C(O)=C(\C#N)c2nc3ccccc3s2)cc1	1.1	-3.1	1.8	-3.9	84.2	6.4	85.6	31.4*	-2.5	-0.8
CCCCC(=O)Nc1ccc2c(c1)oc1ccccc12	6.7	-2.8	.	-27.7	86.9	-5.8	97.3	.	8.3	4.6
CC(CCc1ccccc1)NC(=O)c1ccc(C(=O)NC(C)CCc2ccccc2)cc1 (stereo unspecified)	3.5	2.5	0.5	-84.0	81.5	-2.3	83.7	-3.2	-7.6	8.9
CCOC(=O)c1c(C)n(C)c2ccc(OC(C)C(=O)OC)cc12 (stereo unspecified)	15.9	-2.4	-0.6	-35.9	86.1	0.7	84.2	-17.8	-16.3	5.8
Cc1c(Br)c([N+](=O)[O-])nn1C(C)C(=O)Nc1ccc2c(c1)OCO2 (stereo unspecified)	2.9	-3.3	-1.9	-45.4	75.2	1.2	77.6	-1.0	-38.7	-2.8
COc1ccc(-c2nnc(-c3cccs3)o2)cc1OC	3.1	-4.0	-2.5	27.3	72.9	-11.7	75.3	-33.5	-3.3	2.6
Cc1cc(C)c(S(=O)(=O)N2CCCCC2)c(C)c1N(C)S(=O)(=O)c1ccc(Cl)cc1	9.9	-1.8	-5.1	-19.1	78.3	-22.1	64.9	-0.5	.	9.3
Cc1c(C2(c3c(C)n(C)n(-c4ccccc4)c3=O)C(=O)Nc3ccc(F)cc32)c(=O)n(-c2ccccc2)n1C	7.8	0.7	0.9	-39.6	111.0	4.0	103.7	-8.3	-19.9	2.1
CCC(=O)Nc1ccc(S(=O)(=O)N2CCN(c3ccc(F)cc3)CC2)cc1	8.2	-0.5	.	-11.9	85.0	6.9	100.4	-12.0	-4.0	-0.8
Cc1c(NC(=O)c2ncn[nH]2)cccc1-c1nc2ccccc2s1	.	-1.3	-2.5	-5.5	89.8	11.1	91.9	0.2	.	-3.1
CNc1cc(N2CCCCCC2)ccc1[N+](=O)[O-]	12.9	-2.9	.	-26.9	82.3	-6.5	85.3	-3.3	36.2	6.7
CCc1nnc2sc(-c3ccc(NC(=O)c4ccco4)cc3)nn12	9.3	2.7	.	-6.2	.	20.9	93.9	-13.0	.	2.2
COc1ccccc1N1CCN(c2cc(N3CCCC3)nc(C)n2)CC1	19.2	-2.6	.	-16.7	81.8	0.4	88.6	1.9	100.0*	1.8

Compounds above containing bromine (two):
SMILES	Measles CPE	MRP-1 activ	Phagocytosis inh	Yeast growth inh	PTEN del growth	GALR2 antag	HCT116 bCat-KO	Yeast lifespan up	E-sel TNF inh	NPY Y2 blocker
C=CCC1(C#N)C(=S)NC2=C(C(=O)CC(C)(C)C2)C1c1ccc(Br)cc1 (stereo unspecified)	24.7	-5.1	-4.8	-55.9	5.0	-9.0	19.8	3.1	.	-2.6
Cc1c(Br)c([N+](=O)[O-])nn1C(C)C(=O)Nc1ccc2c(c1)OCO2 (stereo unspecified)	2.9	-3.3	-1.9	-45.4	75.2	1.2	77.6	-1.0	-38.7	-2.8
